Bcl-W Bim block: disrupts Bim peptide binding to human Bcl-W | Q92843 | bead-based flow cytometry | inhibition, % at 10 µM | 190,000 compounds, 0.02% hits | AID 952;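 note: 0% = bound tracer without compound and 100% = peptide blocker; higher means less fluorescent Bim peptide bound to Bcl-W beads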
Bcl-XL Bim block: disrupts Bim peptide binding to human Bcl-XL; Q07817; bead flow cytometry, fluorescence; 190,000 compounds, 0.04% hits; inhibition, % at 10 µM
Bim-Bcl-B: inhibitors of Bim-Bcl-B interaction, human. 190,000 compounds, 0.073% hits. inhibition, % at 10 µM. bead-based flow cytometry, Bim peptide-Bcl-B binding. Q9HD36;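 note: 0% = tracer peptide without compound and 100% = reference inhibitor peptide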
RGS7-Gao reg: regulators of human RGS7-Galphao interaction; P09471; Multiplexed bead flow cytometry, RGS7-Galphao binding; actives lie on both sides; binding response (% of control), % at 10 µM; 220,000 compounds, 0.35% hits; AID 1439; in the data active = binding response below about 49% or above about 150%; inconclusive = no clear call, values can overlap the other calls; inactive = in between;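 note: fluorescent Galphao held in activated GDP-AlF4 state binding bead-coupled RGS7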
Target sequence (P09471 whole entry, looked up): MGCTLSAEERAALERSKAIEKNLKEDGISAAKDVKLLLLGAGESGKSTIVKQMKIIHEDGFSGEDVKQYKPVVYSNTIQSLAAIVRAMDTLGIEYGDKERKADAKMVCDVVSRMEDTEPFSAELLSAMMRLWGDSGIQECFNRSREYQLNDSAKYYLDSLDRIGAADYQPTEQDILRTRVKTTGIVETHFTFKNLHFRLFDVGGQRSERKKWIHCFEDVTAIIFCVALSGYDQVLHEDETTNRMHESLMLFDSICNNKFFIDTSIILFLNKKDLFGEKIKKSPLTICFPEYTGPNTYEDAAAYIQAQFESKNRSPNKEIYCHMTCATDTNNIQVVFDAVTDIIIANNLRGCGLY
RGS8-Gao reg: human RGS8-Galphao interaction regulation. multiplexed bead flow cytometry, RGS8-Galphao binding; actives lie on both sides. response (percent of control binding), % at 10 µM. 220,000 compounds, 0.34% hits; in the data active = response below about 60% or above about 140%; inactive = in between;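 note: Galphao activated as the GDP aluminium fluoride complex binding bead-coupled RGS8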
Bim-Mcl-1: inhibitors of Bim-Mcl-1 interaction, human | inhibition, % at 10 µM | AID 1009 | 190,000 compounds, 0.1% hits | Bead-based flow cytometry, Bim peptide-Mcl-1 binding;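 note: 0% = no compound tracer wells and 100% = peptide blocker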
Target sequence (Q07820 whole entry, looked up): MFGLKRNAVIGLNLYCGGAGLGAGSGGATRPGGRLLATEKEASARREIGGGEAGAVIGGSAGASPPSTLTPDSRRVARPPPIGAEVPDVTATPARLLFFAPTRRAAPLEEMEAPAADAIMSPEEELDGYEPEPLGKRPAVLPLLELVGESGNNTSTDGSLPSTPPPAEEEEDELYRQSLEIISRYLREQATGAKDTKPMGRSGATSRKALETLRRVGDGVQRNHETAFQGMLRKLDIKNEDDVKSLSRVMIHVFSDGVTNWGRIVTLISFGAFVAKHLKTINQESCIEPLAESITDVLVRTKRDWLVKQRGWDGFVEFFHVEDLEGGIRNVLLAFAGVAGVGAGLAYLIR
RGS4-Gao reg: modulates binding of RGS4 to human Galphao | P09471 | Multiplexed bead flow cytometry; actives lie on both sides | binding response (% of control), % at 10 µM | 220,000 compounds, 0.33% hits; in the data active = binding response below about 49% or above about 150%; inactive = in between;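 note: fluorescent Galphao activated with aluminum fluoride binding bead-coupled RGS4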
Mcl1-Bid inh: disrupts binding of human Mcl-1 to Bid peptide; inhibition, % at 21.7 µM; TR-FRET Mcl-1/Bid-Dy647 peptide binding, 1536-well; 220,000 compounds, 0.97% hits; Q07820;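 active = compounds that cut the binding signal by more than half at the single screening dose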;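 note: His-tagged Mcl-1 with europium anti-His antibody binding Bid BH3 peptide; 0% = Mcl-1 plus peptide wells and 100% = peptide-only wells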
Bim-Bfl-1: human Bim-Bfl-1 interaction inhibition; Q16548; Bead-based flow cytometry, Bim-Bfl-1 binding inhibition; inhibition, % at 10 µM; 190,000 compounds, 0.12% hits;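 note: 0% = wells without compound plus tracer and 100% = blocker peptide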
Bim-Bcl-2: inhibitors of Bim-Bcl-2 interaction, human | P10415 | Bead-based flow cytometry, Bim peptide-Bcl-2 binding | inhibition, % at 10 µM | 190,000 compounds, 0.06% hits | AID 950; in the data active = inhibition above about 40%; inconclusive = no clear call, values can overlap the other calls;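 note: 0% = no compound wells with probe peptide and 100% = reference peptide inhibitor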
Target sequence (P10415 whole entry, looked up): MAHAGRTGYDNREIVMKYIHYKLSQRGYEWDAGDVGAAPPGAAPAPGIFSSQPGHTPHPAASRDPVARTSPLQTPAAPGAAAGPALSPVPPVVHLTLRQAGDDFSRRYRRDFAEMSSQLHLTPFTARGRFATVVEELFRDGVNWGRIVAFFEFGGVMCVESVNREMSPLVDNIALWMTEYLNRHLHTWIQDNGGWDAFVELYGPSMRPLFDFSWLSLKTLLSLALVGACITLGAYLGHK
Mcl1-Noxa inh: disrupts binding of human Mcl-1 to Noxa peptide; TR-FRET Mcl-1/Noxa peptide binding, 2 h; Q07820; 220,000 compounds, 1.5% hits; inhibition, % at 21.7 µM; AID 1022;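 active = compounds that cut the protein-peptide binding signal by more than 50% relative to plate controls in a single-dose test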;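 note: His-tagged Mcl-1 with rhodamine Noxa BH3 peptide and terbium anti-His antibody; 0% = Mcl-1 plus Noxa peptide wells and 100% = peptide-only wells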
Active calls of the source: *; ? = inconclusive; · = no result given. Cut-off read from the data, not from the text of the source, unless noted: active = inhibition above about 40%.

SMILES	Bcl-W Bim block	Bcl-XL Bim block	Bim-Bcl-B	RGS7-Gao reg	RGS8-Gao reg	Bim-Mcl-1	RGS4-Gao reg	Mcl1-Bid inh	Bim-Bfl-1	Bim-Bcl-2	Mcl1-Noxa inh
O=C(COc1ccc(Cl)cc1)NCCSCc1cccc(Cl)c1	1	-2	-6	100	100	0	100	5	-6	-8	1
COc1cc2[nH]c(=S)nc(NCCC(C)C)c2cc1OC	24	30	1	100	103	19	104	-43	11	5	31
CC(=O)N1CCCN(Cc2cn(-c3cc(C)ccc3C)nc2-c2ccccc2)CC1	-5	-2	-6	92	100	-2	89	-39	-7	-2	9
CC1Cc2ccccc2N1CC(=O)Nc1ccc(S(N)(=O)=O)cc1 (configuration not stated)	·	·	·	?	100	·	96	-28	·	·	-6
CC1=[N+]([O-])C(C)(C)C(c2ccc(Br)cc2)=[N+]1[O-]	2	0	-7	99	99	0	100	10	2	3	5
O=C(Nc1cccc2ccccc12)NC1CCCc2ccccc21 (configuration not stated)	0	0	-3	92	98	0	94	-9	-10	-4	2
Cc1[nH]c2ccccc2c1C(=O)CN1CCC2(CC1)OCCO2	0	-2	-1	99	102	0	105	-27	-2	0	13
COc1ccc(NC(=S)N2CCN(c3ccc([N+](=O)[O-])cc3)CC2)cc1OC	0	-2	-7	98	98	-4	98	-30	0	-1	17
O=C(O)c1ccc(N/N=C/c2cccc3nccnc23)cc1	·	·	·	?	102	·	101	-37	·	·	-1
Cc1nc2ccccc2n1CSc1ccccc1	-2	-7	-6	101	101	42*	101	-6	-3	-6	8
CC1=C(C(=O)Nc2ccc(C)cc2)C(c2cccs2)NC(=S)N1 (configuration not stated)	-4	-8	-11	46*	67	-4	54	-26	-12	-6	4
Cc1ccc(CNC(=O)Cn2ccc3ccccc3c2=O)o1	-2	-3	-11	95	97	-3	94	-41	-18	-8	6
COc1ccc(C(=O)OCC(=O)Nc2ccccc2)cc1[N+](=O)[O-]	-1	-1	0	101	104	0	103	-35	-1	-3	12
Cc1cc(C(F)F)n2nc(C(=O)Nc3cccnc3Cl)nc2n1	0	0	-1	102	102	0	102	2	-1	-1	0
CCCc1cc(C(=O)Nc2cccnc2Cl)no1	-2	-3	-1	100	98	-2	97	-14	-1	-3	8
Cc1ccc(-c2cn3cccnc3n2)cc1NC(=O)c1ccc(Br)o1	2	0	-6	96	96	1	95	9	-10	-6	11
CCOc1nonc1C(=N)/C(C(C)=O)=C(\C)O	1	0	1	101	101	-2	103	-10	-4	0	10
COC(=O)c1ccc(C(=O)Nc2cc(Cl)ccc2Cl)cc1NC(=O)c1ccc(N(C)C)cc1	3	2	0	107	99	3	88	45	-5	0	42
CC(C)(C)OC(=O)NCc1ccc(NC(=O)c2nc[nH]c2C(=O)N[C@@H](Cc2ccccc2)C(=O)OCc2ccccc2)cc1	·	·	·	?	97	·	99	-63	·	·	-106
Cc1ccc(-n2nc(C)c3c2OC(N)=C(C#N)C3c2ccoc2)cc1 (configuration not stated)	1	0	2	96	99	3	95	-104	0	2	21

A portion from further up, for reference:
SMILES	Bcl-W Bim block	Bcl-XL Bim block	Bim-Bcl-B	RGS7-Gao reg	RGS8-Gao reg	Bim-Mcl-1	RGS4-Gao reg	Mcl1-Bid inh	Bim-Bfl-1	Bim-Bcl-2	Mcl1-Noxa inh
O=C(COc1ccc(Cl)cc1)NCCSCc1cccc(Cl)c1	1	-2	-6	100	100	0	100	5	-6	-8	1
COc1cc2[nH]c(=S)nc(NCCC(C)C)c2cc1OC	24	30	1	100	103	19	104	-43	11	5	31
CC(=O)N1CCCN(Cc2cn(-c3cc(C)ccc3C)nc2-c2ccccc2)CC1	-5	-2	-6	92	100	-2	89	-39	-7	-2	9
CC1Cc2ccccc2N1CC(=O)Nc1ccc(S(N)(=O)=O)cc1 (configuration not stated)	·	·	·	?	100	·	96	-28	·	·	-6

One compound at a time, as listed above.
CC1Cc2ccccc2N1CC(=O)Nc1ccc(S(N)(=O)=O)cc1 (configuration not stated) reads Bcl-W Bim block: ·; Bcl-XL Bim block: ·; Bim-Bcl-B: ·; RGS7-Gao reg: ?; RGS8-Gao reg: 100; Bim-Mcl-1: ·; RGS4-Gao reg: 96; Mcl1-Bid inh: -28; Bim-Bfl-1: ·; Bim-Bcl-2: ·; Mcl1-Noxa inh: -6
Cc1ccc(-c2cn3cccnc3n2)cc1NC(=O)c1ccc(Br)o1 reads Bcl-W Bim block: 2; Bcl-XL Bim block: 0; Bim-Bcl-B: -6; RGS7-Gao reg: 96; RGS8-Gao reg: 96; Bim-Mcl-1: 1; RGS4-Gao reg: 95; Mcl1-Bid inh: 9; Bim-Bfl-1: -10; Bim-Bcl-2: -6; Mcl1-Noxa inh: 11
Cc1nc2ccccc2n1CSc1ccccc1 reads Bcl-W Bim block: -2; Bcl-XL Bim block: -7; Bim-Bcl-B: -6; RGS7-Gao reg: 101; RGS8-Gao reg: 101; Bim-Mcl-1: 42*; RGS4-Gao reg: 101; Mcl1-Bid inh: -6; Bim-Bfl-1: -3; Bim-Bcl-2: -6; Mcl1-Noxa inh: 8

(next part)
SMILES	Bcl-W Bim block	Bcl-XL Bim block	Bim-Bcl-B	RGS7-Gao reg	RGS8-Gao reg	Bim-Mcl-1	RGS4-Gao reg	Mcl1-Bid inh	Bim-Bfl-1	Bim-Bcl-2	Mcl1-Noxa inh
O=C(CCN1C(=O)/C(=C/c2cccs2)SC1=S)NNC(=O)c1cccc(O)c1	1	-1	-2	100	103	0	102	-35	-2	-2	45
Cc1cc(C(=O)N/N=C/c2ccc3c(c2)OCO3)c(C)o1	-6	-9	-6	98	102	-3	103	-13	-10	-4	-9
COc1ccccc1Nc1ccc(N)cc1	8	0	-1	86	95	0	87	-52	13	11	20
CCCS(=O)(=O)N1CCCC(C(=O)NCC(OC)OC)C1 (configuration not stated)	-2	0	1	102	102	0	102	-10	3	5	4
O=C1NC(Nc2nc3ccccc3s2)(C(F)(F)F)C(=O)N1C1CCCCC1 (configuration not stated)	0	-5	-5	102	99	1	102	-12	-16	-11	5
COc1ccccc1NC(=O)CN1CCN(CC(=O)Nc2ccc(Cl)c(C(F)(F)F)c2)CC1	1	-7	-9	103	106	-2	105	-6	-19	-10	0
Cn1cccc1CNCc1ccccc1Cl	14	6	27	91	84	7	87	-68	10	15	10
CCn1cc(C(=O)NCCCN(C)c2ccccc2)c(=O)c2cc(S(=O)(=O)N(C)C)ccc21	1	-3	-4	102	100	1	100	-43	-9	-5	18
COc1cc(OC)cc(C(=O)NCCC(=O)NCCc2ccc(OC)c(OC)c2)c1	-1	-3	-4	95	89	-2	96	-7	0	-1	22
COC(=O)c1ccc(C(=O)OC)c(NC(=O)CN(C)Cc2ccc(Cl)c(Cl)c2)c1	-1	-8	-7	101	103	-1	101	21	-8	-8	-7
Cc1cccc(N(CC(=O)NC2CCCCC2)C(=O)c2c(C)noc2C)c1	-2	-5	-8	103	102	-1	100	-13	-10	-11	12
CCC(=O)Nc1ccc(NC(=O)c2cccc(OC)c2)nc1	-6	-9	-12	106	104	-6	101	-5	-21	-11	0
CC(=O)Nc1ccc(C(=O)OCC(=O)c2ccc(C)c([N+](=O)[O-])c2)cc1	0	-6	-11	103	102	-4	102	-1	-14	-12	33
COc1ccc(Cc2nnc(NC(=O)c3cc(OC)c(OC)c(OC)c3)s2)cc1OC	3	0	-1	108	106	1	103	-19	-3	-2	3
CC(C)CNC(=O)N1c2ccccc2Sc2ccccc21	·	·	·	·	93	·	77	-15	·	·	9
COc1cc(C(=O)N(Cc2cccnc2)Cc2cc3cc4c(cc3[nH]c2=O)OCCO4)cc(OC)c1OC	-2	-3	-4	99	96	-4	97	-7	-1	-1	20
COc1ccc(OC)c(S(=O)(=O)NCC(=O)O)c1	·	·	·	?	99	·	99	-14	·	·	-5
CCCCCCCCNC(=O)CCNC(=O)c1ccc(C(C)(C)C)cc1	-2	-8	-7	89	92	0	89	-4	-13	-7	0
CN(C)CCN1C(=O)C(=O)/C(=C(/O)c2ccc3c(c2)OCCO3)C1c1ccccn1 (configuration not stated)	·	·	·	?	94	·	90	-127	·	·	8
Cc1cccc(-n2nc(C(=O)Nc3ccccc3)n3c(=O)cc(-c4ccccc4)nc23)c1	0	-1	-8	94	98	-1	96	-19	-9	-4	18
Cc1cccc(CCNC(=O)CCc2nc(-c3ccccc3F)no2)c1	-4	-6	-5	101	99	0	100	-25	-9	-5	-19
CCN(CC)C(=O)CSc1nnc(-c2cc3ccccc3cc2O)n1CC	1	2	0	106	103	1	106	-64	0	0	22
CN1C(=O)N(S(=O)(=O)c2ccc(F)c(F)c2F)C(=O)C1(C)C	5	-3	0	105	104	-3	100	-1	-2	0	1
CCOC(=O)N1CCC(=NNC(=O)c2ccccc2F)CC1	-4	-8	-1	107	104	-19	104	-31	0	0	9
Nc1nnc(-c2ccncc2)s1	0	-3	-3	102	100	6	100	3	-11	1	11
O=c1[nH]c(N2CCc3ccccc3C2)nc2c1CCC2	0	-3	-10	108	95	0	99	-29	-6	-9	-10
COc1ccc(/C=N/NC(=O)c2cccc([N+](=O)[O-])c2)cc1OS(=O)(=O)c1ccc(C)cc1	-3	-5	-4	98	105	-3	104	-15	-2	-4	-9
O=C1CC(CSc2ccc(Cl)cc2)=NN1	·	·	·	?	100	·	92	-69	·	·	-34
O=C(Nc1ccccc1C(=O)NC1CCCC1)NC1CCCC1	0	-2	-4	98	99	0	99	-20	-13	-6	-13
CC(=O)Nc1ccc(S(=O)(=O)N2CCN(c3cc(C)nc4ccccc34)CC2)cc1	1	-23	-9	105	107	-3	107	4	-17	-13	19
COC(=O)c1sc(NC(=O)CCCn2nc([N+](=O)[O-])cc2C)c(C(=O)OC)c1C	-1	-3	-5	104	99	-2	99	13	4	-1	10
Cc1ccc2nc(N(CCCN(C)C)C(=O)c3ccc(S(=O)(=O)N(C)C)cc3)sc2c1	-4	-6	-6	102	102	-1	100	8	-1	-3	9
Fc1ccc(CSc2nnc(-c3ccco3)o2)cc1	·	·	·	?	100	·	100	1	·	·	3
Cc1cc(NC(=O)CSc2nccn2-c2ccc(Cl)cc2)no1	-5	-7	-12	101	97	-4	101	10	-19	-13	5
O=C(CSc1nnc(-c2cccs2)n1CC1CCCO1)N1CCCC1 (configuration not stated)	0	-4	-8	?	87	-2	72	-30	-2	-1	7
COCCCN1C(=O)C(=O)/C(=C(/O)c2ccc(OC(C)C)cc2)C1c1ccc(O)c(OC)c1 (configuration not stated)	0	-1	-8	101	101	-1	98	-23	-9	-10	14
CC(=O)Nc1cc(C(F)(F)F)ccc1OCC1CCCO1 (configuration not stated)	-1	-7	-7	101	101	-2	101	4	-15	-16	14

Copied from the list.
Fc1ccc(CSc2nnc(-c3ccco3)o2)cc1 – RGS4-Gao reg = 100
O=c1[nH]c(N2CCc3ccccc3C2)nc2c1CCC2 – Bim-Mcl-1 = 0

Compound activity as filed in PubChem BioAssay.
